BRCA1 expr act = activators of BRCA1 expression | MCF7-BRCA1-FFLuc reporter, luminescence, 48 h; response scale: scaled: vehicle 0%, 10 µM genistein 100% | Potency, µM (highest dose often 46.1 µM), inactives show top-dose activation, most hits filed as activators | actives 1.1% (n = 380,000) | AID 624202; also: potency is read from the fitted curve at half-maximal effect; nearly all actives have a fitted effect of over 80% in size; some results filed as inactive show a strong effect at the top dose
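MCF7-BRCA1-FFLuc cells, 2000/well in phenol-red-free MEM, attached 2 h then treated 48 h at 37 C. Luciferase luminescence read 15 min after reagent; normalized to genistein maximum activation (10microM) and DMSO, concentration-response fitted.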
S-ASM inh = inhibitors of human secretory acid sphingomyelinase | P17405 | placental ASM, HMU-PC fluorogenic substrate, 60 min | Potency, µM (series often up to 57.5 µM), for the others: at the top dose activity change, negative = inhibition, most hits filed as inhibitors | actives 0.006% (n = 340,000); also: potency is read from the fitted curve at half-maximal effect
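Human placenta-derived ASM enzyme was preincubated with compound for 10 minutes at room temperature, then given fluorogenic substrate HMU-PC0 (9 uM final) for 60 minutes at 37 °C; a pH 10 stop preceded fluorescence reading at Ex 386/Em 447 nm.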
USP2a block = USP2a (human) protease inhibition; USP2 core, Ub-CHOP2 coupled fluorogenic reporter, 485/531; AID 463254; Potency, µM (series often up to 38.3 µM), inactives show top-dose activity change, negative = inhibition, actives largely listed as inhibitors; actives 0.01% (n = 330,000);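 also: potency is read from the fitted curve at half-maximal effect; plate controls were DMSO wells for no effect and full inhibition by NEM control for full effect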
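Cell-free coupled assay: 10nM USP2 core preincubated 30min RT with compound in Tris-HCl pH 8.0/CaCl2/CHAPS buffer, then 25nM Ub-CHOP2 and 25nM reporter substrate; fluorescence (Ex 485/Em 531) read after 60min RT, normalized to NEM inhibition, concentration-response curves fitted.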
B2AR arrestin = beta2AR (human) beta-arrestin recruitment activity. P07550. Potency, µM (top dose mostly 46.1 µM), for inactives: top-dose activation, actives largely listed as activators. beta-arrestin recruitment to beta2AR, cell-based reporter. actives 0.02% (n = 330,000). AID 492947;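 also: potency is read from the fitted curve at half-maximal effect; 0% = DMSO controls and full agonism = EC100 isoproterenol or metaproterenol; nearly all actives have a fitted effect of over 65% in size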
p53 reactivation = restores transcriptional activity of mutant p53. H1299 p53-A138V BP100-luciferase reporter, luminescence, 24 h. Potency, µM (top dose mostly 92.2 µM), for inactives: at the top dose activity change, positive = activation, actives largely listed as activators. actives 0.063% (n = 320,000); also: potency is read from the fitted curve at half-maximal effect; % of control where 0% means no effect; nearly all actives have a fitted effect of over 45% in size
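H1299 (p53-null), stable ts p53-A138V + BP100-Luc; 1000 cells/well, Opti-MEM/10% FBS; cpd 4 pt, 1:5; 24 h, 37 deg C, 5% CO2; detection reagent 10 min RT; luminescence.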
PTAP TSG101 blk = blocks PTAP/TSG101 interaction to inhibit HIV-1 budding; Q99816; Potency, µM (doses to about 115 µM), for inactives: at the top dose activity change, negative = inhibition, hits mostly inhibitors; Fluorescence polarization, FITC-PTAP peptide / Tsg101 binding; 340,000 tested, under 10 active; active = well fitted inhibition curve with a large enough effect in the main read-out, with a control signal flat, not every such curve was filed as active; inconclusive = small, poorly fitted or top-dose-only effect, or effect the other way, or a change in a side signal; inactive = no such curve, though single readings can be large or run the other way; also: potency is read from the fitted curve at half-maximal effect; % of control where 0% means no effect
Target sequence (Q99816 whole entry, looked up): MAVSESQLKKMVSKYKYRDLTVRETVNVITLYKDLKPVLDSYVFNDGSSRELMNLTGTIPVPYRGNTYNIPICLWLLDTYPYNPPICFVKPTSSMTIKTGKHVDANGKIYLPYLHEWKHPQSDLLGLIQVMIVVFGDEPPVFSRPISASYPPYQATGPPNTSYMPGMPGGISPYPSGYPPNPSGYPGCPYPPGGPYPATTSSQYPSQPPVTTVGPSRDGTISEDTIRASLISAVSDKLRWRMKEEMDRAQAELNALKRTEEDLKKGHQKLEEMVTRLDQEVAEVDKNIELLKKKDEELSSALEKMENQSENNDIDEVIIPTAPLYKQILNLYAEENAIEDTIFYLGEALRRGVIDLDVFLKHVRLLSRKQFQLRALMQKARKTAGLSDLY
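Steps: Tsg101 binding domain dispensed (10 uM final), compounds pinned in DMSO, FITC-labeled PTAP-motif peptide added (50 nM final); after 20 min binding at room temperature, polarization measured.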
Eya2 phos inh = inhibitors of human Eya2 phosphatase activity; O00167; recombinant Eya2, OMFP fluorescence dephosphorylation (OMFP is methylfluorescein phosphate); Potency, µM (highest dose often 76.9 µM), for the others: top-dose activity, negative = inhibition, most hits filed as inhibitors; actives 0.006% (n = 330,000); AID 488837; also: potency is read from the fitted curve at half-maximal effect; % is scaled to controls: 0 for no effect and ±100 for the full control effect
Target sequence (O00167 whole entry, looked up): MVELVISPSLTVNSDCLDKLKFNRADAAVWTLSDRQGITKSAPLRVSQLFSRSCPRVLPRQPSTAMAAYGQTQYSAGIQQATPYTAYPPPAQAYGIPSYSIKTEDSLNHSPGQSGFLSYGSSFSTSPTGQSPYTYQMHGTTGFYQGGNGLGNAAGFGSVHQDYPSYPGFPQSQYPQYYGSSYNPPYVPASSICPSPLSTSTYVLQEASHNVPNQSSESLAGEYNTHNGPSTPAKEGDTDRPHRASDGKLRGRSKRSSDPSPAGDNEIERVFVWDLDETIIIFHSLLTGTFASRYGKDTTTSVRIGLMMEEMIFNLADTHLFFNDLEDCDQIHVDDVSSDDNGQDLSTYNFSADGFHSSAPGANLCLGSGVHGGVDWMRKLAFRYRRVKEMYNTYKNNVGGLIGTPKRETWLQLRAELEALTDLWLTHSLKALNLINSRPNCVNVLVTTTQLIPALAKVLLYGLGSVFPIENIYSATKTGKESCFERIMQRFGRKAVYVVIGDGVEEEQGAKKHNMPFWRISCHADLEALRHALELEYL
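Eya2 (0.2 uM) preincubated 10 min at ambient with compound, then OMFP substrate added at 50 uM; 10 min reaction in 50 mM HEPES pH 7.5, 50 mM NaCl, 5 uM MgCl2, 0.05% BSA, 1 mM DTT. Fluorescence read at Ex 485/Em 525 nm.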
uPA surface inh = inhibitors of cell surface uPA generation; actives 0.31% (n = 330,000); AID 540303; cell surface uPA generation assay, qHTS; Potency, µM (titrated, usually from 38.3 µM), for inactives: top-dose activity change, negative = inhibition, usual class: inhibitors; active = well fitted inhibition curve with a large enough effect; inconclusive = small, poorly fitted or top-dose-only effect; inactive = no such curve, though single readings can be large or run the other way; tested in mouse RAW 264.7 cells; also: potency is read from the fitted curve at half-maximal effect; % is scaled to controls: 0 for no effect and ±100 for the full control effect; nearly all actives have a fitted effect of over 55% in size
ELG1 genotox = inducers of genotoxicity in HEK293T ELG1-luciferase cells. HEK293T ELG1-luciferase reporter, luminescence, 16 h. AID 504466. Potency, µM (top dose mostly 46 µM), inactives show top-dose activity change, positive = activation, hits mostly activators. actives 1.3% (n = 330,000); also: potency is read from the fitted curve at half-maximal effect; % of control where 0% means no effect; nearly all actives have a fitted effect of over 60% in size
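Step 1: seed 2,000 HEK293T ELG1-luciferase cells per well. Step 2: add compound or DMSO, incubate 16 hr at 37 °C. Step 3: ONE-Glo, 30 min at room temperature, read luminescence.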
TRPV1 ag = agonists of human vanilloid receptor 1 (TRPV1); Q8NER1; TRPV1-expressing cells, Fluo-8 calcium influx, agonist mode; activation, % at 8.33 µM; actives 0.19% (n = 320,000); AID 540275; in the data active = activation above about 80%; inconclusive = between about 30% and that limit; also: 0% is about no effect
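Fluo-8 calcium influx in TRPV1-expressing cells, kinetic read (ex 480/em 520 nm). Compound added and read 3 min for agonist activity, followed by capsaicin at EC20 final and 2 min further read for enhancement.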
Integrin act MD = activates integrin-mediated alleviation for muscular dystrophy. alpha7betagal myoblasts, beta-gal FDG fluorescence, 48 h. Potency, µM (series often up to 38.3 µM), inactives show at the highest dose activation, hits mostly activators. actives 0.064% (n = 350,000);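 also: potency is read from the fitted curve at half-maximal effect; 100% = response of the positive control SU9516; nearly all actives have a fitted effect of over 60% in size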
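alpha7betagal+/- myoblasts (passage 13, 250/well) treated 48 h at 37C with compounds at 1:260 dilution of DMSO stock. Lysed, then beta-galactosidase activity read as FDG fluorescence (ex 480/em 540) after 30 min, with pre-read for autofluorescence.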
An asterisk follows results filed as active; ? = inconclusive; / = no result given; [ ] = dose if it differs, or a comment. Unless noted, calls follow the shape of the dose curve; as a rule, active = well fitted curve in the direction sought with a large enough effect; inconclusive = small, poorly fitted or top-dose-only effect, or another doubt; inactive = no such curve, though single readings can be large; an effect the other way counts as inactive or inconclusive.

SMILES	BRCA1 expr act	S-ASM inh	USP2a block	B2AR arrestin	p53 reactivation	PTAP TSG101 blk	Eya2 phos inh	uPA surface inh	ELG1 genotox	TRPV1 ag	Integrin act MD
O=C(N/N=C/c1ccc(Cl)cc1)C1CC12CCC2 (centres undefined)	87%	0%	6%	-1.0%	18%	0%	-7%	2%	8%	11	7%
CCOc1ccc(-c2noc(=O)[nH]2)cc1	29%	1%	2%	-0.3%	-3%	-2%	4%	4%	3%	-1	8%
C[C@H](CO)N1C[C@H](C)[C@@H](CN(C)C(=O)Nc2ccccc2)Oc2ccc(NC(=O)Cc3ccccc3)cc2C1=O	0%	1%	3%	-0.1%	-1%	-1%	2%	4%	5%	/	-6%
O=C(/C=C/c1ccc(Cl)cc1)NCCc1ccccc1	72%	2%	-2%	-0.2%	15%	-11%	-12%	2%	9%	?	-4%
Brc1cc(/C=N/n2cnnc2)oc1Br	-32%	0%	1%	-0.3%	12%	0%	9%	2%	-1%	-1	-43%
O=C(COc1ccccc1)Nc1ccc(-c2nnc(-c3ccco3)o2)cc1	?	-3%	2%	-0.9%	-2%	1%	13%	3%	10%	1	-5%
CN(Cc1ccccc1)C(=O)COC(=O)/C=C/c1ccc2c(c1)OCO2	-44%	-3%	3%	2.8%	19%	1%	-29%	3%	10%	/	-14%
C=CCNCCCOc1ccc(C(C)(C)c2ccccc2)cc1	-4%	-5%	-3%	-0.4%	5%	-4%	-1%	?	-4%	-4	-54%[inhibitor]
CC(C)(C)NC(=O)COc1ccc2oc3c(c2c1)CCCC3	46%	0%	0%	-0.9%	9%	-7%	1%	0%	0%	20	22%
O=C1CC(NS(=O)(=O)c2cccnc2)CN1c1ccccc1 (centres undefined)	-18%	5%	1%	-0.4%	0%	4%	-7%	0%	1%	0	-7%
COc1ccc(N2CCN(C(c3ccccc3OC)c3nnnn3Cc3ccco3)CC2)cc1 (centres undefined)	-34%	-12%	2%	0.1%	-7%	-4%	-5%	-4%	-16%	3	0%
COc1ccccc1N1CC(C(=O)OCc2nc(N)nc(Nc3ccccc3)n2)CC1=O (centres undefined)	-11%	3%	3%	-0.1%	-1%	-5%	3%	15%	5%	-3	0%
COCCOC(=O)c1[nH]c2c(c1C)C(=O)CC(c1cc(OC)c(OC)c(OC)c1)C2 (centres undefined)	-46%	2%	2%	-0.3%	-7%	-8%	-4%	-4%	-8%	1	-49%[inhibitor]
COc1cccc(C(=O)NC2CCCc3ccccc32)c1 (centres undefined)	-5%	-8%	4%	0.2%	/	2%	-17%	5%	-6%	8	15%
Cc1noc(C)c1C(=O)OCC(=O)NC1CCCCC1C (centres undefined)	-27%	5%	1%	-0.4%	1%	1%	15%	-5%	0%	0	-9%

Part of the list above with just Eya2 phos inh, S-ASM inh and USP2a block:
compound,Eya2 phos inh,S-ASM inh,USP2a block
C[C@H](CO)N1C[C@H](C)[C@@H](CN(C)C(=O)Nc2ccccc2)Oc2ccc(NC(=O)Cc3ccccc3)cc2C1=O,2%,1%,3%
O=C(/C=C/c1ccc(Cl)cc1)NCCc1ccccc1,-12%,2%,-2%
Brc1cc(/C=N/n2cnnc2)oc1Br,9%,0%,1%
O=C(COc1ccccc1)Nc1ccc(-c2nnc(-c3ccco3)o2)cc1,13%,-3%,2%
CN(Cc1ccccc1)C(=O)COC(=O)/C=C/c1ccc2c(c1)OCO2,-29%,-3%,3%

Continuation.
SMILES	BRCA1 expr act	S-ASM inh	USP2a block	B2AR arrestin	p53 reactivation	PTAP TSG101 blk	Eya2 phos inh	uPA surface inh	ELG1 genotox	TRPV1 ag	Integrin act MD
Cn1c(=O)n(C)c2cc(S(=O)(=O)Nc3cc(Cl)ccc3O)ccc21	-3%	-3%	5%	-0.2%	-5%	-5%	-1%	-6%	-1%	2	5%
CCOc1ccccc1C=NNC(=O)CCCCC(=O)NN=Cc1ccccc1OCC	-25%	1%	/	/	/	-2%	/	-4%	/	/	-2%
N#CCCCN1C(=O)C(=C(C#N)C#N)c2ccccc21	-56%	-2%	2%	-0.1%	-9%	-4%	8%	-22%	1%	-2	-48%[inhibitor]
COc1cc(C(=O)NNC(=O)c2ccc(F)cc2)ccc1OCC(=O)N1CCOCC1	1%	1%	3%	-0.2%	0%	-15%	12%	18%	3%	1	-1%
O=C(O)CCc1ccc(-c2cccs2)n1NC(=O)c1ccc(Cl)cc1Cl	-7%	9%	0%	-0.1%	4%	-5%	8%	/	2%	4	5%
CC1(C)CC(=O)C(C(O)c2cccc([N+](=O)[O-])c2)C(C)(C)N1 (centres undefined)	1%	0%	-1%	-0.2%	/	2%	-13%	11%	3%	-1	0%
COC(=O)c1ccc(CO/N=C2\CCCc3nonc32)cc1	20%	2%	2%	0.1%	19%	-10%	-4%	4%	7%	16	1%
CCN1CCN(c2cc3nc(C)n(Cc4ccccc4)c(=O)c3cc2NC(=O)c2ccccc2F)CC1	2%	-2%	-5%	-0.2%	-1%	-1%	-4%	-6%	?	2	0%
CCCCN(CC)CCNC(=O)CCNC(=O)Cn1ccc2ccccc2c1=O	-4%	0%	1%	0.2%	18%	-1%	15%	5%	2%	4	-15%
CCC(CO)Oc1cc(NC(=O)c2ccc([N+](=O)[O-])cc2)c2ncn(C(C)C)c2c1 (centres undefined)	-7%	0%	0%	0.0%	2%	2%	0%	-10%	5%	/	0%
COc1cccc(NC(=O)CN(C)S(=O)(=O)/C=C/c2ccccc2)c1	-19%	-4%	2%	0.0%	-7%	-6%	-14%	3%	3%	8	-24%
Cc1ccc(C)c(C(C)NC(=S)NCc2ccc(F)cc2)c1 (centres undefined)	11%	-2%	0%	0.3%	2%	-1%	-7%	-6%	-12%	-9	-28%
COc1ccc(C2NN=C(c3c[nH]c4ccccc34)C2O)cc1 (centres undefined)	-26%	1%	4%	7.0%	?	-6%	7%	-2%	11%	1	-2%
CN1CCN(CC(=O)Nc2ccc(Oc3ccccc3)cc2)CC1	12%	1%	2%	-0.4%	-3%	-1%	-4%	/	2%	-2	-43%
CC(C)CCn1nnnc1C(c1ccccc1F)N1CCC(C(N)=O)CC1 (centres undefined)	2%	0%	0%	0.1%	-5%	-5%	-8%	-3%	4%	0	-21%
CCOC(=O)CCC(=O)N(CCN(C(=O)CCC(=O)OCC)c1ccccc1)c1ccccc1	-2%	1%	1%	-0.5%	-7%	-1%	-2%	-5%	-3%	9	-10%
COc1ccc(N=Nc2c(-c3ccc(OC)cc3)[nH]oc2=O)cc1	-18%	-10%	1%	0.2%	/	-1%	17%	-4%	5%	4	-17%
COc1cccc(C(=O)NCC2CCN(c3ccc(S(=O)(=O)N4CCOCC4)cc3)CC2)c1	-31%	0%	4%	0.4%	-4%	1%	-7%	-5%	-10%	5	-27%
O=C(O)c1ccc2c(c1)NC(=O)C(N1CCCC1)S2 (centres undefined)	-7%	4%	2%	-0.7%	21%	-16%	-21%	/	8%	14	11%
CN1CCN(c2ccc([N+](=O)[O-])cc2NC(=O)c2ccccc2Cl)CC1	-3%	-2%	-1%	-0.5%	12%	-6%	-8%	/	-2%	21	-15%
Fc1ccccc1OCCn1c(=S)[nH]c2ccccc21	49%	-2%	1%	-0.2%	?	1%	4%	4%	-2%	18	-3%
COc1ccc(S(=O)(=O)N2CCN(Cc3cccc(Cl)c3)CC2)cc1	-15%	4%	2%	0.1%	7%	0%	-5%	8%	0%	19	-14%

Copied from the listing for reference:
SMILES	BRCA1 expr act	S-ASM inh	USP2a block	B2AR arrestin	p53 reactivation	PTAP TSG101 blk	Eya2 phos inh	uPA surface inh	ELG1 genotox	TRPV1 ag	Integrin act MD
CCOC(=O)CCC(=O)N(CCN(C(=O)CCC(=O)OCC)c1ccccc1)c1ccccc1	-2%	1%	1%	-0.5%	-7%	-1%	-2%	-5%	-3%	9	-10%
COc1ccc(N=Nc2c(-c3ccc(OC)cc3)[nH]oc2=O)cc1	-18%	-10%	1%	0.2%	/	-1%	17%	-4%	5%	4	-17%
